Source: PubChem BioAssay (several laboratories)
SDO1 yeast rescue: compounds rescuing growth of sdo1-depleted yeast, bone marrow failure model; 140,000 compounds, 0.21% hits; z-score at 10 µM; S. cerevisiae sdo1-depleted JHY4D growth rescue, OD600 30 h; hits give high values; pdr5 snq2 efflux-pump mutant strain;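 active = z-score above 3 at both the 24 hr and the 30 hr optical density reads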;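 note: z-score against mean and SD of all compound wells on the same plate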
INS promoter inh: TRM-6 insulin promoter activity inhibition; TRM-6 cells (human fetal islet line), insulin promoter-eGFP reporter, imaging; reporter expression induced with tamoxifen; inhibition, % at 2 µM; 130,000 compounds, 0.9% hits;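 active = inhibition above the mean plus 3 SD, with well images judged a real hit on visual review, cut at about 60% in these data, passing the limit was not always enough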
SDO1 yeast rescue Rescue 24 h: second read-out of SDO1 yeast rescue, no call of its own (marks repeat the call); z-score; S. cerevisiae sdo1-depleted JHY4D growth rescue, OD600; measured here: growth rescue at 24 h;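 0 is the plate mean of compound wells and units are plate SD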
Numbers without * were called inactive; nt = no result given. Only part of the results is shown; count on the stated rates, not on these rows.

Preview, four compounds:
SDO1 yeast rescue | SDO1 yeast rescue Rescue 24 h | INS promoter inh | Molecule
-0.57 | -0.62 | nt | Cc1ccc2nc(SCc3nnc(-c4cccs4)o3)[nH]c2c1
1.5 | 2 | nt | COc1nc(Oc2ccc(C(=O)OCC(N)=O)cc2)nc(N(C)C)n1
-0.05 | 1.4 | nt | Cc1cccc2cc3c(NC(=O)c4ccccn4)nn(C)c3nc12
-0.66 | 0.27 | nt | C/C(=N\NC(=O)c1ccc(CN(C)S(=O)(=O)c2ccc(C)cc2)cc1)c1ccc(OC(F)F)cc1

The whole of this part (from the top)
SDO1 yeast rescue | SDO1 yeast rescue Rescue 24 h | INS promoter inh | Molecule
-0.57 | -0.62 | nt | Cc1ccc2nc(SCc3nnc(-c4cccs4)o3)[nH]c2c1
1.5 | 2 | nt | COc1nc(Oc2ccc(C(=O)OCC(N)=O)cc2)nc(N(C)C)n1
-0.05 | 1.4 | nt | Cc1cccc2cc3c(NC(=O)c4ccccn4)nn(C)c3nc12
-0.66 | 0.27 | nt | C/C(=N\NC(=O)c1ccc(CN(C)S(=O)(=O)c2ccc(C)cc2)cc1)c1ccc(OC(F)F)cc1
-0.86 | -1.3 | 31 | CCc1nnc(NC(=O)CSc2nc3ccccc3c(=O)n2CCCOC)s1
0.52 | 0.87 | 22 | COC(=O)C1C2CCC(C2)C1C(=O)OCC(=O)c1ccc(C)cc1 (stereo not given)
0.06 | -0.38 | 36 | Clc1ccc(-n2c(SCc3nc4ccccc4[nH]3)nnc2-c2ccncc2)cc1
-0.27 | 0.58 | nt | COC(=O)c1sccc1NC(=S)N1CCN(c2ccccc2F)CC1
0.18 | 0.05 | -61 | CCOC(=O)CNS(=O)(=O)c1ccc(C)cc1
nt | nt | -136 | COc1ccc(-c2ccc3c(n2)sc2c(=O)[nH]c(=O)[nH]c23)cc1OC

A few values from above:
`COc1ccc(-c2ccc3c(n2)sc2c(=O)[nH]c(=O)[nH]c23)cc1OC` | INS promoter inh: -136
`Cc1cccc2cc3c(NC(=O)c4ccccn4)nn(C)c3nc12` | SDO1 yeast rescue Rescue 24 h: 1.4

The results go on.
SDO1 yeast rescue | SDO1 yeast rescue Rescue 24 h | INS promoter inh | Molecule
0.25 | 0.44 | nt | CCn1c(SCC(=O)NCCOC)nc2sc(C)c(C)c2c1=O
2.3 | 3.8 | nt | CCOC(=O)c1cnc2ccc(OCC)cc2c1N1CCN(C)CC1
-0.45 | -0.81 | -8 | O=C(O)CC1NC(=S)N(c2ccccc2)C1=O (stereo not given)
nt | nt | 29 | CC1CCN(C(=S)c2cccc(O)c2)CC1
-0.39 | -0.91 | nt | CCOC(=O)CNCCC(=O)c1ccc(Br)cc1
-1.2 | -0.73 | -48 | O=C(OC1CCCCC1)c1ccc(NC(=O)c2ccco2)cc1
1.2 | 2.5 | nt | Cc1ccc(CSc2nnc(SCC(=O)N/N=C/C=C/c3ccco3)s2)cc1
-1.4 | -1.5 | nt | CC(C)(C)NC(=O)C(c1ccco1)N(C(=O)Cn1nnc(-c2ccc(F)cc2)n1)c1cccc(F)c1 (stereo not given)
-2 | -1.8 | nt | Cc1cc(C(=O)Nc2sc3c(c2C#N)CCCC3)no1
1.3 | 0.18 | -6 | CN(C)CCNc1nc(-c2ccccc2)nnc1C(F)(F)F

5 entries out of the list above, ordered by the number in SDO1 yeast rescue Rescue 24 h, highest first.
SDO1 yeast rescue | SDO1 yeast rescue Rescue 24 h | INS promoter inh | Molecule
2.3 | 3.8 | nt | CCOC(=O)c1cnc2ccc(OCC)cc2c1N1CCN(C)CC1
1.3 | 0.18 | -6 | CN(C)CCNc1nc(-c2ccccc2)nnc1C(F)(F)F
-1.2 | -0.73 | -48 | O=C(OC1CCCCC1)c1ccc(NC(=O)c2ccco2)cc1
-0.45 | -0.81 | -8 | O=C(O)CC1NC(=S)N(c2ccccc2)C1=O (stereo not given)
-0.39 | -0.91 | nt | CCOC(=O)CNCCC(=O)c1ccc(Br)cc1

(cont.)
SDO1 yeast rescue | SDO1 yeast rescue Rescue 24 h | INS promoter inh | Molecule
1.5 | 4 | -23 | O=[N+]([O-])c1cc(S(=O)(=O)N2CCCC2)ccc1N/N=C/c1cccs1
-0.31 | 1.9 | nt | COc1ccc(NC(=O)c2ccc3nc(-c4ccccc4)c(-c4ccccc4)nc3c2)c(OC)c1
0.13 | -0.71 | nt | CCSc1nnc(NC(=O)CSc2nnc(CNC(=O)c3cc(OC)c(OC)c(OC)c3)o2)s1
0.23 | -0.69 | -16 | CN(C(=O)c1ccno1)c1nnc(-c2cnccn2)s1
-0.04 | -0.67 | -21 | CCc1nc2ccccc2n1Cc1cc(=O)n2cc(C)ccc2n1
nt | nt | 33 | O=C(O)CCN1C(=O)C2C3CC(C2C1=O)C1C(c2ccccc2)c2sc(=O)n(-c4ccccc4)c2SC31 (stereo not given)
-0.22 | -0.83 | nt | COCc1cc(C)n(CC(=O)Nc2ccccc2OC)c(=O)c1C#N
0.79 | 2 | nt | CCN(CC)C(=O)COc1ccc(-c2ccccc2)cc1
1.4 | 1.4 | nt | Cc1nc2nc(COc3ccccc3)[nH]n2c(=O)c1Cl
0.39 | -0.04 | -28 | O=C(Oc1nsnc1N1CCOCC1)c1ccccc1
0.05 | -0.6 | 33 | CC1=CSC2=NC(=O)/C(=C/c3cccc(OC(=O)c4ccco4)c3)C(=N)N12
nt | nt | -114 | O=C(COC(=O)CNC(=O)c1ccccc1F)Nc1cccc(S(=O)(=O)N2CCCCCC2)c1
1.4 | 0.54 | 43 | COc1cccc(C(=O)Nc2ccc(C(F)(F)F)n(C)c2=O)c1
0.72 | -0.46 | 14 | O=C(NN=C1C2CC3CC(C2)CC1C3)c1cc(Cl)ccc1O
0.63 | -0.44 | 29 | CC(C)(C)n1ncc2c(=O)n(CC(=O)NCc3ccco3)cnc21
-0.21 | -0.26 | -26 | C/C(=N/NC(=O)C1CCN(S(=O)(=O)c2ccc(C)cc2)CC1)c1cccc([N+](=O)[O-])c1
-0.1 | 0.05 | 9 | O=C(NCCN1CCOCC1)c1ccccc1Oc1ccccc1
0.63 | 1.8 | 13 | CCOc1ccc(NC(=O)/C=C/c2ccc(OC)cc2)c([N+](=O)[O-])c1
0.47 | 0.2 | nt | CCC(=O)c1ccc(OCC(=O)O)cc1
0.98 | 1.3 | -105 | O=S(=O)(NCC1CCCO1)c1ccc(Br)s1 (stereo not given)
-0.79 | -0.05 | 72* | Cc1cc(C)c2c(N)c(C(=O)c3ccc(Cl)cc3)sc2n1
-1.7 | -0.9 | nt | N#CC1=C(N)OC2=C(CC/C2=C\c2ccc(F)cc2)C1c1ccc(F)cc1 (stereo not given)
-0.76 | -1.2 | 24 | COC(=O)c1ccc(CSc2nnc(Nc3cccc(OC)c3)s2)o1
-0.24 | -0.24 | -55 | COc1cc(NC(=O)C2CCCO2)c(OC)cc1NC(=O)c1ccccc1 (stereo not given)
0.02 | -0.02 | nt | Cc1ccc(C)c(S(=O)(=O)N2CCN(CC(=O)Nc3cc(C)on3)CC2)c1
-0.62 | -0.98 | nt | CC(C(=O)Nc1sc2c(c1C(=O)NCC1CCCO1)CCC2)N1C(=O)c2ccccc2C1=O (stereo not given)
-0.01 | -0.38 | 15 | Cc1ccc(NC(N)=S)cc1
nt | nt | 21 | COc1ccc(/C=C(\C#N)C(=O)OCC(=O)N2CC(C)OC(C)C2)cc1 (stereo not given)
nt | nt | -27 | CC(=O)Cc1nsc(NC(=O)c2ccccc2Cl)n1
0.14 | -0.39 | 86* | Brc1ccc(-c2cn3ccccc3n2)s1

Quoted at random: 2 records from the list, in no set order.
SDO1 yeast rescue | SDO1 yeast rescue Rescue 24 h | INS promoter inh | Molecule
-0.76 | -1.2 | 24 | COC(=O)c1ccc(CSc2nnc(Nc3cccc(OC)c3)s2)o1
0.02 | -0.02 | nt | Cc1ccc(C)c(S(=O)(=O)N2CCN(CC(=O)Nc3cc(C)on3)CC2)c1

Carrying on:
SDO1 yeast rescue | SDO1 yeast rescue Rescue 24 h | INS promoter inh | Molecule
-1 | -0.6 | -31 | CCOC(=O)C1(c2ccccc2)NC(c2ccccc2C)C2C(=O)N(c3ccc4c(c3)OCO4)C(=O)C21 (stereo not given)
-0.11 | -1.1 | nt | CN(C)S(=O)(=O)c1ccc(S(=O)(=O)N2CCN(CCC#N)CC2)cc1
-0.58 | -0.04 | nt | Clc1ccc(/C=C/c2nc3ccccc3[nH]2)cc1
0.24 | -0.08 | nt | COc1cccc(-c2cc(C(F)(F)F)nc(N3CCC(C)CC3)n2)c1
-0.07 | 0.28 | 13 | C1CSC2(N1)C1CC3CC(C1)CC2C3 (stereo not given)
-0.2 | -0.4 | nt | CC(C)(C)c1ccc(-c2cc(N)n[nH]2)cc1
-0.08 | 0.86 | nt | CC(C)CCNC(=O)CCC(=O)NNc1nc2ccccc2c2nc(-c3ccccc3)nn12
-2 | -0.91 | -129 | Clc1ccc(OCc2nnc(SCc3nc4ccccc4[nH]3)n2Cc2ccco2)cc1
1.7 | 1.3 | -18 | Fc1ccc(C2CC(c3ccccc3)n3ncnc3N2)cc1 (stereo not given)
0.03 | -1.1 | 21 | C/C(=N\NC(=O)c1ccccc1)c1nc2ccccc2n1C
0.1 | -0.39 | nt | Cc1ccc(C)n1-c1ccc(C(=O)NCC2CCCO2)cc1 (stereo not given)
0.85 | 3.1 | -11 | CCOc1ccc(NC(=O)CSc2nc3ccccc3c(=O)n2Cc2cccs2)cc1
-0.31 | -0.48 | -71 | CCC(C(=O)NCc1ccco1)n1nc(-c2ccc(OC)cc2)ccc1=O (stereo not given)
-1.7 | -1.4 | nt | Cc1sc(N/N=C/c2cccnc2)nc1-c1ccccc1
-0.09 | -0.24 | nt | Cc1cc2ncn(C(=O)c3ccc4c(c3)OCO4)c2cc1C
-2.6 | -1.8 | 14 | O=c1c2ccccc2[nH]c(=S)n1CCN1CCC(=C(c2ccc(F)cc2)c2ccc(F)cc2)CC1
1.2 | 0.49 | 5 | O=S(=O)(Nc1ccc(S(=O)(=O)Nc2nccs2)cc1)c1ccc2c(c1)OCCO2
-0.48 | -0.71 | -30 | O=C(CN1CCC(N2CCCCC2)CC1)N1CCCc2ccccc21
-0.37 | -0.71 | 16 | COc1ccc(NC(=O)Nc2ccccc2F)cc1
-0.05 | -0.64 | 10 | COc1ccc2c(c1)O[C@@H](c1cccc(C(F)(F)F)c1)[C@H](OC(=O)N[C@H]1CCCc3ccccc31)C2=O
1.8 | 1.5 | 0 | Cc1cc(NC(=O)C2CC(c3ccccc3Cl)=NO2)no1 (stereo not given)
-1.3 | -0.93 | -18 | Cc1ccc(C)c(N2CCN(C(=O)c3cc4sccc4n3C)CC2)c1
nt | nt | -29 | O=C(/C=C/c1ccccc1)NC1CCCc2ccccc21 (stereo not given)
nt | nt | 48 | O=C(NNC(=O)C1CCCN(S(=O)(=O)c2ccc3ccccc3c2)C1)C1CC1 (stereo not given)
nt | nt | -29 | O=C(CC(=O)c1cccc([N+](=O)[O-])c1)Nc1ccccc1Cl
-2 | -1.6 | 19 | COc1ccccc1OCCN1CSC(=S)N(C)C1
0.31 | 0.11 | -84 | CC(C)(C)C(=O)NC(=S)Nc1ccccc1C(N)=O
-0.31 | -0.11 | 74* | COc1ccc(C(C)=O)cc1CSc1nc2cc(Cl)ccc2o1
0.35 | 0.3 | nt | O=C(CCN1C(=O)C2CC=C(Cl)CC2C1=O)NC1CCCCC1 (stereo not given)
-0.09 | 0.99 | 6 | Nc1ccc(-c2cc(-c3ccc(N)cc3)nc(-c3ccccc3)n2)cc1
-0.05 | -0.71 | 29 | Cc1ccc(C)c(CSc2nnc(-c3cccnc3)n2N)c1
-0.1 | 0.91 | 3 | COCCCNC(=O)COc1cc(C)c(Cl)c(C)c1
-0.75 | -0.79 | nt | COc1ccc(OC)c(Nc2nc(-c3ccc(O)c(O)c3)cs2)c1
0.39 | -0.14 | 17 | Cc1ccc(S(=O)(=O)NNC(=O)c2snnc2C)cc1
-0.42 | -1.5 | nt | COc1ccccc1CNC(=O)CN(c1ccc(C)cc1)S(=O)(=O)c1c(C)nn(C)c1C
0.94 | 2.3 | -19 | CCn1c(=O)n(CC(=O)Nc2cccc(OC)c2)c(=O)c2ccccc21
0.95 | 0.41 | -64 | COc1ccc(N2CCN(CC(O)COc3ccccc3[N+](=O)[O-])CC2)cc1 (stereo not given)
0.52 | -0.13 | -77 | c1ccc(C[n+]2cccc3c4ccccc4ccc32)cc1
nt | nt | -69 | NS(=O)(=O)c1ccc(CCNC(=O)c2cccc(OC(F)F)c2)cc1
nt | nt | 15 | O=C(O)CC(NC(=O)COc1ccccc1)c1cccc([N+](=O)[O-])c1 (stereo not given)
1.6 | 0.26 | nt | O=C(Nc1cccc(O)c1)C(=O)Nc1ccccn1
0.19 | -0.46 | -6 | O=C(NCC1OCCc2ccccc21)c1ccco1 (stereo not given)
0.45 | 2 | -89 | Cc1cc2nnc(SCC(=O)OC(C)C)n2c2ccccc12
1.1 | 0.66 | 0 | Cc1ccc2nc(SCC(=O)NNC(=O)c3ccccc3)[nH]c2c1
nt | nt | 55 | COC(=O)C1=NNC(C(=O)c2ccco2)C1c1ccccc1 (stereo not given)
0.09 | -0.27 | nt | Cn1c(=Nc2ccc(N3CCOCC3)cc2)ccc2ccccc21
-0.6 | -0.75 | -25 | Cc1nc(CS(=O)(=O)c2ccccc2)cc(Sc2ccccc2Cl)n1
1.1 | 0.88 | -200 | CCNc1c(NC(C)=O)c(=O)oc2ccccc12
nt | nt | 42 | COc1ccc(CCNCC(O)c2ccccc2)cc1 (stereo not given)
-0.44 | 0.52 | -41 | O=C(c1ccco1)N1CCN(S(=O)(=O)c2ccc(C3CCCCC3)cc2)CC1
0.44 | 0.33 | 22 | CCN1CCN(C(=O)/C=C\C(=O)O)CC1
0.95 | 0.45 | nt | O=S(=O)(NNc1ccc(Cl)nn1)c1ccc(F)cc1
-1.3 | -0.09 | 16 | O=C(N/N=C\C=C\c1ccco1)c1cc(-c2ccc3ccccc3c2)n[nH]1
